Compound activity deposited in PubChem BioAssay by National Center for Advancing Translational Sciences (NCATS).
FBPA Giardia inh = Giardia lamblia aldolase inhibition. A8B2U2. Potency, µM (highest dose often 59.6 µM), inactives show at the top dose activity, negative = inhibition, hits mostly inhibitors. AID 2451. actives 0.71% (n = 290,000). purified Giardia FBPA; also: potency is read from the fitted curve at half-maximal effect; nearly all actives have a fitted effect of over 55% in size
Target sequence (A8B2U2 whole entry, looked up): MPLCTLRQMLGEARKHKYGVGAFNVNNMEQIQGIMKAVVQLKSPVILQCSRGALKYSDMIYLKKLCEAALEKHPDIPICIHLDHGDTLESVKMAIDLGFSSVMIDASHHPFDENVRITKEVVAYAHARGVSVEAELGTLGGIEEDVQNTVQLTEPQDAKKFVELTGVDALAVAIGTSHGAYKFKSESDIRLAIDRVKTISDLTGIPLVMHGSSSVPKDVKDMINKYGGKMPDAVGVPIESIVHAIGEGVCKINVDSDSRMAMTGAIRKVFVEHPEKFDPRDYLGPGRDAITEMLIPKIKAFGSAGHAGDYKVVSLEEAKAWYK
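Giardia FBPA (40 nM reagent) was preincubated 10 min at RT with compound (up to 57.5 uM final), then substrate plus GAPDH/TPI/NAD/arsenate coupling system with diaphorase/resazurin was added; resorufin fluorescence (525/598 nm) was read after 20 min.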
HCV inhibitor = HCV inhibition. Potency, µM (highest dose often 41.8 µM), for the others: at the top dose activity change, negative = inhibition, actives largely listed as inhibitors. actives 3.4% (n = 340,000). Huh7.5.1 HCVcc-Cre infection, luciferase reporter, 44 h; also: potency is read from the fitted curve at half-maximal effect
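Cells (1,000/well) were plated 4 h before compound, then infected with HCVcc-Cre virus (~0.5 moi). After 44 h further culture, infection was read as luciferase luminescence following a 15 min substrate incubation at room temperature.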
AmpC inh no detg = AmpC beta-lactamase inhibition without detergent; Potency, µM (titrated, usually from 57.1 µM), without a hit: top-dose activity change, negative = inhibition, hits mostly inhibitors; actives 0.52% (n = 330,000); P00811; AID 485341; AmpC nitrocefin hydrolysis, absorbance 480 nm, 0.0001% Triton;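 also: potency is read from the fitted curve at half-maximal effect; plate controls were no compound for no effect and no enzyme for full effect; nearly all actives have a fitted effect of over 20% in size; some results filed as inactive show a strong effect at the top dose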
Target sequence (P00811 whole entry, looked up): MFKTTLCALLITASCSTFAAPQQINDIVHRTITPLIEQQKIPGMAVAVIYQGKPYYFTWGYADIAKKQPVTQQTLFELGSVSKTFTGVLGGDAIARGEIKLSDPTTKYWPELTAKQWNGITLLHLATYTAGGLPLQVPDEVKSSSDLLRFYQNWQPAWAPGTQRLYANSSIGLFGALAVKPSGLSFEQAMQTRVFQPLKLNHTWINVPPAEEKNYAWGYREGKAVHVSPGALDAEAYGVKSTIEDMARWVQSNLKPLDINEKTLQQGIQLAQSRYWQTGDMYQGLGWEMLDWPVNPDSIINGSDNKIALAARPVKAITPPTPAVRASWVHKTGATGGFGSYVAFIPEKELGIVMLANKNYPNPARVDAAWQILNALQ
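AmpC (5.3 nM in the dispensed reagent) in 20 mM phosphate pH 7.0 with 0.01% (detergent screen) or 0.0001% Triton X-100 was preincubated with compounds for 15 min at room temperature. Nitrocefin was then added from an 800 uM solution, and hydrolysis was followed at 480 nm.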
AmpC inh detg = inhibitors of E. coli AmpC beta-lactamase with detergent; P00811; AmpC hydrolysis of nitrocefin, absorbance 480 nm, 0.01% Triton; Potency, µM (highest dose often 114 µM), inactives show at the top dose activity change, negative = inhibition, actives largely listed as inhibitors; actives 0.041% (n = 370,000);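 also: potency is read from the fitted curve at half-maximal effect; 0% = no-compound wells and -100% = no-enzyme wells; nearly all actives have a fitted effect of over 25% in size; some results filed as inactive show a strong effect at the top dose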
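20 mM phosphate pH 7.0 + 0.01% (detergent screen) or 0.0001% Triton X-100; 5.3 nM AmpC reagent; cpd preinc 15 min RT; nitrocefin (800 uM stock) to start; A480 q20 s × 4 min; Activity was normalised to no-enzyme and no-compound control wells.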
Sm TGR block = S. mansoni TGR enzyme inhibition; Q962Y6; purified TGR, DTNB reduction, TNB absorbance 405 nm; Potency, µM (series often up to 114 µM), inactives show top-dose activity change, negative = inhibition, usual class: inhibitors; actives 3% (n = 360,000); also: potency is read from the fitted curve at half-maximal effect; nearly all actives have a fitted effect of over 60% in size
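Kinetic colorimetric format: TGR-catalysed, NADPH-driven DTNB reduction monitored via TNB absorbance. Enzyme dispensed at 20 nM; compound exposure 15 min at room temperature before reaction start.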
HCMV inh = human cytomegalovirus inhibition; HFF cells, HCMV-luciferase reporter, 72 h; active compounds read low; activity change, negative = inhibition, % at 57.5 µM; actives 4.5% (n = 410,000); AID 1259415; in the data active = activity change below about -60%; inconclusive = no clear call, values can overlap the other calls; inactive = above about -39%
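Cell-based, HFFs, 1000 cells/well, 16 h 37C; cpds in DMSO + HCMV-luc, MOI 1 PFU/cell; 72 h 37C; OneGlo luminescence after 5 min RT; norm. to buffer vs Salinomycin 10uM.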
* marks the source's active call; other numbers are inactive results; ? = inconclusive; · = no result given; & = joins results of further samples; [ ] = remark or other dose. Unless noted, calls follow the shape of the dose curve; as a rule, active = well fitted curve in the direction sought with a large enough effect; inconclusive = small, poorly fitted or top-dose-only effect, or another doubt; inactive = no such curve, though single readings can be large; an effect the other way counts as inactive or inconclusive. Unless noted, % is scaled to controls: 0 for no effect and ±100 for the full control effect.

SMILES	FBPA Giardia inh	HCV inhibitor	AmpC inh no detg	AmpC inh detg	Sm TGR block	HCMV inh
CC(=O)c1cccc(NC(=O)CNC(=O)Cc2ccccc2)c1	19.9%	-5.1%	-4.5%	-9.0%	?	-21.6
CCC1=C(OC(=O)N(CC)CC)N2C(=O)OC(=NCC3CC3)[C@]2(C)[C@H]2C1=CC[C@H]1C(=O)N(CC(=O)OC)C(=O)[C@H]12	5.7%&-4.8%	26.1%	151.8%[activator]	-0.5%	-4.5%	-2.1
O=S(=O)(Cc1ccc(Cl)cc1)NCC1CCCO1 (stereo not drawn)	19.6%	16.1%	1.6%	1.6%	-2.5%	32.6
CCOc1ccc(S(=O)(=O)NCC2CCCO2)c2ccccc12 (stereo not drawn)	1.9%	?	1.0%	-18.7%	0.9%	-6.2
COc1cc(C2C(N3C(=O)c4ccccc4C3=O)C(=O)N2c2ccc(C)c(C)c2)cc(OC)c1OC (stereo not drawn)	-13.7%	-22.5%	67.5%[activator]	-5.0%	-21.1%	-24.3
CN1CCN(CCCNC(=O)c2nnc(Cc3c(F)cccc3Cl)o2)CC1	1.0%	5.2%	-16.4%	-4.7%	1.5%	-18.2
NC(=O)c1nsc(C(=O)N(Cc2cccnc2)C(C(=O)NC2CCCC2)c2ccc(F)cc2)c1N (stereo not drawn)	19.1%	9.9%	0.0%	8.1%	9.0%	30.3
CN(C)c1ccc(NC(=O)Cn2c(=O)n(Cc3ccccc3)c(=O)c3ccccc32)cc1	0.0%	-4.5%	-11.1%	?	-29.4%	20.9
CCC(C)SCc1nc2ccccc2[nH]1 (stereo not drawn)	-6.3%	-4.3%	-4.8%	?	1.5%	-62.7*
CCCn1c(SCC(=O)Nc2cccc(S(=O)(=O)N(C)C)c2)nc2ccccc2c1=O	2.3%	?	-46.5%	1.2%	3.6%	-16.9
O=C(/C=C/c1ccc([N+](=O)[O-])cc1)Nc1ncc([N+](=O)[O-])s1	-16.1%	11.2µM*	?	0.2%	-0.5%	-113.3*
C=C(C)Cn1c(Sc2nnc(C)s2)nc2c1c(=O)[nH]c(=O)n2C	-5.3%	2.9%	-20.9%	-9.9%	-3.5%	-9.2
COc1ccc(C(C)=O)cc1CC(C(=O)c1ccc(C)cc1)N(C)C (stereo not drawn)	11.4%	8.7%	-9.9%	0.1%	-11.0%	-22.0
O=C(N[C@@H]1CCC(=O)N(CC[C@H](Sc2ccc(Br)cc2)c2ccccc2)CC1)OCc1ccccc1	·	?	26.0%	4.4%	-0.5%	-16.2
CCOC(=O)c1cc2c(ccn2C)n1CC(=O)N(C)C	?	1.2%	5.8%	-1.2%	8.2%	20.4
CCN(C(=O)C(NS(=O)(=O)c1ccc(Br)s1)c1ccccc1)c1ccc(C)c(C)c1 (stereo not drawn)	·	·	·	-5.5%	-0.6%	-64.4*
CCOC(=O)CN1C(=O)C(O)=C(C(C)=O)C1c1ccc(F)cc1 (stereo not drawn)	-1.8%	7.4%	-4.3%	-1.1%	-0.5%	29.3
Cn1c(CSCc2ccccc2Cl)n[nH]c1=S	-2.7%	5.8%	-18.5%	1.0%	34.8%	-13.9
Cn1c(=O)c2c(nc(N3CCCCC3)n2CCCNC2=NCCCC2)n(C)c1=O	0.5%	?	2.3%	?	13.5%	-7.2
O=C(Nc1csc([N+](=O)[O-])c1)Nc1c(Cl)cccc1Cl	-9.0%	-9.8%	-33.7%	5.3%	-3.3%	-76.4*
O=C1/C(=C\c2ccc(Br)o2)SC(=Nc2ccccc2)N1c1ccccc1	-7.4%	?	-47.7%	-8.7%	?	-11.8
Cc1ccc(S(=O)(=O)NNC(=O)c2csnn2)cc1	-3.3%	20.4%	-18.1%	-10.4%	?	-5.8
CC(=O)OCC(=O)Nc1ccc(C(C)=O)cc1	3.8%	16.0%	-5.1%	1.8%	?	-11.3
O=C(COC(=O)Cc1ccc(S(=O)(=O)N2CCOCC2)s1)Nc1ccccc1	·	-1.0%	-34.3%	·	·	-21.5
COC(=O)c1c(C(=O)OC)c(-c2ccc(F)cc2)n2c1CS(=O)(=O)C2	10.9%	-21.7%	-16.0%	-7.7%	?	207.9
(listing goes on)
SMILES	FBPA Giardia inh	HCV inhibitor	AmpC inh no detg	AmpC inh detg	Sm TGR block	HCMV inh
CCCCn1c(N)c(N(CCOC)C(=O)c2ccc(N3C(=O)CCC3=O)cc2)c(=O)[nH]c1=O	·	4.2%	-12.3%	-6.1%	-0.8%	12.4
CC(C)c1ccc(N=C(N)N=C(N)N)cc1	1.8%	?	-16.2%	7.2%	5.2%	?
CCOc1ccc(OCCC(=O)OCC(=O)NNC(=O)c2ccccc2)cc1	·	-4.6%	3.7%	-9.8%	-7.8%	-16.1
COc1ccc(-c2cc(C(F)(F)F)nc(SCC(=O)Nc3cc(C)on3)n2)cc1OC	7.9%	?	-19.8%	?	-21.7%	1.7
CCOC(=O)NC(C)N1C(=O)C2C3C=CC(C3)C2C1=O (stereo not drawn)	4.4%	8.2%	-11.2%	6.0%	4.4%	?
Cc1ccc(NC(=O)COC(=O)CCC(=O)c2cccs2)c(Br)c1	·	9.7%	-14.4%	-15.5%	-13.4%	-10.4
CC1CCN(S(=O)(=O)c2ccc(NC(=O)CCNC(=O)c3ccc(Cl)cc3)cc2)CC1	·	-5.8%	-14.6%	-15.3%	0.3%	-11.2
O=C(CN1CCCC1)Nc1cc(C(F)(F)F)cc(C(F)(F)F)c1	4.0%	-24.8%	1.6%	3.5%	6.6%	14.7
NNC(=O)CC1NCCN(Cc2ccccc2)C1=O (stereo not drawn)	6.3%	-0.6%	1.8%	-5.2%	-15.6%	-25.4
Cc1ccc(S(=O)(=O)NCc2ccncc2)cc1	1.8%	2.82µM*	-14.0%	?	-0.6%	?
Cc1nc2ccccn2c1-c1ccnn1S(=O)(=O)c1ccc(F)cc1	?	?	123.6%[activator]	-6.5%	-12.2%	-94.3*
O=c1ccc2cc(O[C@@H]3O[C@@H](CO)[C@H](O)[C@@H](O)[C@@H]3O)c(O)cc2o1	-4.7%	6.5%	-16.1%	3.8%	-0.6%	50.2
Cc1ccc(NC(=O)CSC2=NCCN2)cc1	2.1%	-2.4%	-3.6%	-13.2%	-2.2%	?
CCOC(=O)c1ccc(-c2ccc3[nH]c4ccccc4c(=O)c3c2)cc1F	6.0%	10.8%	-31.8%	-19.2%	?	-3.9
O=C(CSc1nc(-c2cccs2)nc2ccccc12)NC1CCS(=O)(=O)C1 (stereo not drawn)	·	4.4%	-31.3%	-3.9%	-5.0%	13.7
Cc1nnc(-c2ccccc2)o1	4.2%	-4.3%	-12.9%	-1.9%	12.9%	4.5
COc1ccccc1CCNCc1cc2c(cc1[N+](=O)[O-])OCO2	·	-9.6%	-24.1%	-9.6%	-1.0%	-32.3
Cc1ccccc1CN1C(=O)c2ccccc2Sc2ccc(C(=O)OCc3ccco3)cc21	·	·	·	8.8%	31.2%	9.8
O=C(NCCC1=CCCCC1)NC1CCCCC1	0.3%	9.6%	-21.8%	-9.7%	-22.8%	68.1
O=C(Nc1ccccc1)C1CCN(S(=O)(=O)c2ccc3c(c2)CCCN3C(=O)C2CCC2)CC1	·	·	·	1.2%	0.8%	-24.7
COc1ccc(/C=C(/NC(=O)c2ccc([N+](=O)[O-])cc2)C(=O)NC(C)(C)C)cc1	1.0%	-1.6%	-12.2%	0.9%	-3.4%	-22.7
O=C(NNC(=S)NCCc1ccccc1)c1ccc(Br)s1	4.9%	22.4%	-37.6%	-0.1%	-1.5%	-21.0
CC(=O)c1cccc(Nc2nc(-c3sc(C)nc3C)cs2)c1	-10.1%	8.91µM*	76.4%[activator]	0.1%	0.6%	3.1
O=C(Cc1ccc(F)cc1)OCC(=O)N1CCN(S(=O)(=O)c2ccc(Cl)cc2)CC1	·	-1.3%	44.9%	-11.2%	-4.0%	-1.2
CCCCN(C)CCCNC(=O)CN1N=C(c2ccc(Cl)cc2)CCC1=O	4.5%	2.2%	19.4%	1.9%	-22.4%	32.4

Retrieved by structure from the entries so far:
SMILES	FBPA Giardia inh	HCV inhibitor	AmpC inh no detg	AmpC inh detg	Sm TGR block	HCMV inh
Cc1ccc(NC(=O)COC(=O)CCC(=O)c2cccs2)c(Br)c1	·	9.7%	-14.4%	-15.5%	-13.4%	-10.4
COc1ccc(C(C)=O)cc1CC(C(=O)c1ccc(C)cc1)N(C)C (stereo not drawn)	11.4%	8.7%	-9.9%	0.1%	-11.0%	-22.0
CC(=O)c1cccc(NC(=O)CNC(=O)Cc2ccccc2)c1	19.9%	-5.1%	-4.5%	-9.0%	?	-21.6
O=C(CN1CCCC1)Nc1cc(C(F)(F)F)cc(C(F)(F)F)c1	4.0%	-24.8%	1.6%	3.5%	6.6%	14.7

Back to the main list, repeating the 2 entries before the break.
SMILES	FBPA Giardia inh	HCV inhibitor	AmpC inh no detg	AmpC inh detg	Sm TGR block	HCMV inh
O=C(Cc1ccc(F)cc1)OCC(=O)N1CCN(S(=O)(=O)c2ccc(Cl)cc2)CC1	·	-1.3%	44.9%	-11.2%	-4.0%	-1.2
CCCCN(C)CCCNC(=O)CN1N=C(c2ccc(Cl)cc2)CCC1=O	4.5%	2.2%	19.4%	1.9%	-22.4%	32.4
NC(=O)CC(NC(=O)Cc1cccc2ccccc12)c1ccc(NC2CCCCCCC2)c([N+](=O)[O-])c1 (stereo not drawn)	2.6%	19.6%	-30.7%	0.2%	12.3%	-62.5*
CC1Nc2ccc(C(=O)NC3CCCCC3)cc2NC1=O (stereo not drawn)	-13.4%	20.5%	-15.4%	5.8%	-7.7%	36.3
c1ccc(N2CCOCCOCCOCCOCC2)cc1	-3.2%	26.5%	-9.1%	-6.4%	18.7%	43.9
CCOc1ccccc1Nc1nnc(SCC(=O)N2CCCC2)s1	12.8%	25.1µM*	-12.2%	-6.4%	-10.3%	141.2
CCOc1ccccc1N(C(=O)CNC(=O)c1ccco1)C(C(=O)NC(C)(C)C)c1ccncc1 (stereo not drawn)	0.6%	20.7%	27.4%	?	-25.5%	-1.0
Cc1cccc(N2CCN(Cc3oc(CO)cc(=O)c3O)CC2)c1C	-27.2%	-2.8%	16.4%	?	-6.9%	?
CC(C)(C)C(CCl)C(=O)NN=C(c1ccccc1)c1ccccc1 (stereo not drawn)	·	-7.9%	-14.4%	-8.7%	1.1%	-27.9
Cc1cc(C)cc(NC(=O)CN2CCN(C(=O)C3CCCO3)CC2)c1 (stereo not drawn)	13.0%	21.1%	3.4%	6.1%	-2.6%	-22.8
O=C(CNC(=O)c1n[nH]c2ccccc12)Nc1cc(Cl)ccc1Cl	·	3.3%	?	·	·	12.1
CC1(C)CC(=O)c2c(noc2-c2ccccc2)C1	8.1%	15.5%	-7.6%	1.1%	4.4%	-8.4
COc1ccc(Cl)cc1S(=O)(=O)NCc1nc2nc(C)cc(C)n2n1	3.9%	3.1%	-9.5%	?	6.1%	?
NC(=O)CC(NC(=O)c1ccccc1)c1ccc(NCCc2ccc(F)cc2)c([N+](=O)[O-])c1 (stereo not drawn)	-1.8%	-29.3%	-28.9%	6.4%	10.6%	-13.9
Cc1ccc(NC(=O)c2cc(N3C(=O)C4CC=CCC4C3=O)ccc2N2CCCCC2)cc1 (stereo not drawn)	1.9%	?	-15.8%	-1.0%	5.4%	-8.4
